# High-throughput results as filed in PubChem.
# FN deposition inh – inhibitors of fibronectin matrix deposition, primary screen, AH1F cells, Alexa488-fibronectin fluorescence, plate reader. AH1F fibroblasts, overnight. inhibition, % at 12.6 µM. 350,000 compounds, 0.086% hits. AID 743247, 2014;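 active = mean inhibition across replicates of 30% or more, regardless of how many single replicates reach that level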;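 also: positive control wells lacked labelled fibronectin entirely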
#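 Material: AH1F fibroblast monolayer depositing Alexa488-labelled fibronectin into matrix / Amount: 10000 AH1F cells per well / Signal: fluorescence 485/525 nm / Medium: DMEM, 2% serum / Compound: single dose, pinned / Incubation: 1 h cell adhesion before compound, then overnight fibronectin incubation / Reagent: Alexa488-FN, 24 nM final / Read-out: inhibition of fibronectin deposition signal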
# PGC1a acetyl inh – inhibitors of PGC1a acetylation signal, primary screen, cell-based, U2OS, AlphaScreen, inhibitor mode; AlphaScreen anti-acetyl-lysine; with virally co-expressed GCN5 acetyltransferase; inhibition, % at 15.6 µM; 350,000 compounds, 0.17% hits; AID 651687, 2012;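 active = every replicate shows inhibition of at least 40%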;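 also: 0% = neutral control wells and 100% = positive control wells; some results beyond the cut were filed as inactive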
# EWS-Fli block – EWS/Fli-driven NR0B1 reporter inhibitors, primary screen, A673 cells, NR0B1 luciferase, luminescence, MLPCN library; AID 651661, 2012; viability-normalised; inhibition, % at 12.6 µM; 350,000 compounds, 0.67% hits;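 active = mean inhibition of at least 50% after viability correction, with every replicate also passing that limit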;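 also: firefly luciferase signal divided by Alamar Blue viability fluorescence both relative to DMSO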
# PAX8 inh HTS – inhibitors of PAX8-driven TPO luciferase reporter, primary screen, RMG-I cells, single concentration; inhibition, % at 12.6 µM; 360,000 compounds, 1.2% hits; SteadyGlo, 24 h;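 active = mean replicate inhibition at least 60% with every replicate also reaching 60%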;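 also: luciferase light reporting Pax8 driven TPO promoter activity; plate controls were median of neutral control wells for no effect and mitoxantrone controls for full effect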
# CASP6 VEID inh – human caspase-6 inhibitors, primary screen, biochemical, VEID-R110 fluorescence, single point, set 2; P55212; purified caspase-6, Z-VEID-R110 cleavage fluorescence; inhibition, % at 12.5 µM; 350,000 compounds, 0.53% hits;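 active = mean inhibition across replicates at least about 35%, with every replicate also reaching that limit, limit read from the data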;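 also: 0% = median of neutral control wells and 100% = no fluorescence left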
# Target sequence (P55212 24-179 limits assumed): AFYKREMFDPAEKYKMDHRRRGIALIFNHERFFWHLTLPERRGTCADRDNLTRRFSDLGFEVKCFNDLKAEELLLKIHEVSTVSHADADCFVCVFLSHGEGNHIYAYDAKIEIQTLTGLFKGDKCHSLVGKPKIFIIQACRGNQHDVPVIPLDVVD
# Target sequence (P55212 194-293 limits assumed): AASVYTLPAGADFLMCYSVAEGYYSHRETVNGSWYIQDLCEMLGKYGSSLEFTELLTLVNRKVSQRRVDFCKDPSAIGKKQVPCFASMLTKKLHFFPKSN
# LGR2 inh – inhibitors of bursicon-induced LGR2 CRE-luciferase signal, primary screen, cell-based, HEK293, CRE-luciferase reporter, bursicon stimulation; bursicon-stimulated, 4 h; Drosophila bursicon receptor LGR2 (rickets); inhibition, % at 9.99 µM; AID 720647, 2013; 380,000 compounds, 0.35% hits;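 active = drop in luminescence signal, shown as inhibition above about 50% in the replicate tests, limit read from the data, passing the limit was not always enough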;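 also: agonist challenge used bursicon conditioned medium at about half maximal strength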
# Cneo AK release – Cryptococcus neoformans cell lysis inducers, primary screen, AK release luminescence, single concentration; C. neoformans lysis, adenylate kinase release luminescence, 4 h; normalised: neutral wells 0, clomiphene wells 100; lysis activity, % at 15 µM; 360,000 compounds, 0.2% hits;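 active = mean lysis activity across replicates of at least 80%, whatever share of replicates individually reach that level; inactive = mean lysis activity below 80%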
#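 Signal: Adenylate kinase release luminescence | Assay system: Log-phase Cryptococcus neoformans yeast cells | Input: Cells at 5 × 10^6 per mL | Buffer or medium: Fresh YPD growth medium | Compound: Single dose | Schedule: Static 4 h at 37 °C with compound, 1 h detection | Controls: Clomiphene | Read-out: Luminescence rise reflecting yeast cell lysis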
# miR122 inh – miR-122 Renilla sensor signal increase in Huh7, primary screen, miR-122 inhibitor project, cell-based, single point, plate reader | AID 602342, 2012 | 340,000 compounds, 0.3% hits | Huh7 miR-122 Renilla luciferase sensor, 48 h; neutral wells = 0, positive control = 100 | activation (reporter increase), % at 12.5 µM;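 active = mean replicate activation score at least 90 and every replicate individually at or above 90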;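 also: higher luciferase means less miR-122 activity so hits act as miR-122 inhibitors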
# Starred values were filed as active, the others as inactive; . = not tested or not shown; [ ] = another dose, or the depositor's remark.
# Fields: FN deposition inh	PGC1a acetyl inh	LGR2 inh	PAX8 inh HTS	Cneo AK release	EWS-Fli block	miR122 inh	CASP6 VEID inh
Cc1ccc(S(C)(=O)=O)cc1C(=O)N1CC(C(N)=O)Oc2ccccc21 (centres undefined)
→ 6	.	3	10	-1	6	.	2
Cc1ccccc1S(=O)(=O)N1C[C@@H](O)COC[C@H]2O[C@H](CC(=O)N3CCCCC3)CC[C@@H]21
→ 7	-3	-6	0	0	-7	19[16.7 µM]	0
COc1ccc(-c2cnc3c(c2)C(=O)N([C@H](C)CO)C[C@H](C)[C@H](CN(C)C(=O)C2CC2)O3)cc1
→ .	-3	-12	.	.	-1	19[16.7 µM]	.
C[C@H](CO)N1C[C@H](C)[C@H](CN(C)Cc2ccc3c(c2)OCO3)Oc2c(NC(=O)Nc3cccc4ccccc34)cccc2C1=O
→ 6	-1	-6	29	-5	.	1[16.7 µM]	2
Cn1ccnc1-c1nnn(-c2ccc(Cl)c(Cl)c2)n1
→ -2	-8	-11	10	-1	0	0	.
CC(C)NC(=O)N(C)C[C@@H]1Oc2ccc(NC(=O)Cn3cnnn3)cc2C(=O)N([C@@H](C)CO)C[C@@H]1C
→ .	3	-23	.	.	6	1[16.7 µM]	.
COC(=O)Cc1c(C)c2ccc(OCc3nn[nH]n3)c(C)c2oc1=O
→ 3	22	.	.	-3	.	-5	.
C[C@H](CO)N1C[C@H](C)[C@@H](CN(C)CC2CCCCC2)Oc2ccc(NC(=O)Cc3ccccc3)cc2CC1=O
→ .	.	11	9	-8	5	7[16.7 µM]	2
O=C(COC(=O)C1CC1)Nc1ccc([N+](=O)[O-])cc1C(F)(F)F
→ -7	-1	4	0	2	-3	.	2
CC(C)(C)NC(=O)CC1C[C@H](C(=O)N2CCCCC2)[C@@]2(CCc3ccccc3)c3[nH]c4ccccc4c3CCN2C1=O (some centres undefined)
→ 9	-4	9	1	3	1	4	0
O=C(Nc1ccc2c(c1)OCO2)N[C@@H]1CC[C@H](CCNC(=O)C2CCCC2)O[C@H]1CO
→ 5	-2	0	12	-4	-2	-14[16.7 µM]	3
COc1cccc(C(C(=O)NC2CCCCC2)N(C(=O)c2ccccn2)c2cccnc2)c1 (centres undefined)
→ 0	0	15	12	.	0	.	-1
COc1ccc(CCNC(=O)C2CCN(S(=O)(=O)c3ccc4c(c3)oc(=O)n4C)CC2)cc1OC
→ 0	-5	-3	-33	3	.	-3	0
C=CCN1C(=O)CN=C1NCc1ccccc1
→ -3	9	.	18	-2	.	3	.
O=C1CCCN1CCc1cccc2ccccc12
→ -8	-9	4	-23	-2	-7	-2	-2
COc1ccc(-c2ccc([C@H]3[C@@H](C#N)N[C@@H]3CO)cc2)cc1
→ 6	2	-21	-152	1	-42	.	1
COc1ccc(CCC(=O)NCCS(=O)(=O)N2CCN(c3ccccc3OC)CC2)cc1
→ 11	-1	23	2	-6	.	-6	6
COc1ccc(S(=O)(=O)N(C)C[C@H]2Oc3ccc(NS(=O)(=O)c4cccs4)cc3CC(=O)N([C@@H](C)CO)C[C@H]2C)cc1
→ .	-9	-12	.	7	-6	31[16.7 µM]	-1
COc1ccc(CNC(=O)C(c2ccco2)N(Cc2cccs2)C(=O)Cc2cccs2)cc1 (centres undefined)
→ 10	-5	.	37	4	.	42	.
CCN(C(=O)COC(=O)CNC(=O)c1ccccc1C)C1=CCCCC1
→ -18	11	.	-3	2	-11	9	-1
C[C@@H]1CN([C@H](C)CO)C(=O)c2cc(NS(=O)(=O)c3ccc(F)cc3)ccc2O[C@@H]1CN(C)S(=O)(=O)c1ccccc1
→ .	-2	6	-28	-3	10	23[16.7 µM]	.
COc1ccc(S(=O)(=O)N2CCN(CC(=O)Nc3c(C)n[nH]c3C)CC2)cc1OC
→ 1	.	4	-13	.	0	.	0
Cc1ccc(NC2CCCN(C(=O)Cc3nonc3C)C2)cc1C (centres undefined)
→ -8	3	-1	20	2	-4	4	2
Cc1cc(C)nc(SCc2cc(=O)c(OC(=O)c3ccc(Br)o3)co2)n1
→ 3	-2	8	-1	0	-1	0	.
CC=Cc1ccc2n(c1=O)C[C@H]1[C@H](CO)[C@@H](C(=O)Nc3ccccc3)[C@@H]2N1C(=O)CC (mixture of isomers)
→ .	.	-5	-11	-1	-4	-3[16.7 µM]	-3
COCCNC(=O)c1cccc(OC2CCN(Cc3ccc(F)c(OC)c3)CC2)c1
→ 3	.	5	26	0	14	.	-7
CC1(Cc2ccc(C(F)(F)F)o2)C(=O)Nc2cc(-c3ccc(F)cc3F)ccc21 (centres undefined)
→ -12	.	-21	13	-3	2	9	1
CN(C)/C=N/c1c(C#N)cnn1-c1ccccc1
→ .	1	-23	.	2	-1	.	-2
CO[C@H]1CN(C)C(=O)c2cc(NC(=O)C3CCC3)ccc2OC[C@H](C)N(C)C[C@@H]1C
→ -1	-6	11	-6	-1	-9	.	.
CS(=O)(=O)Nc1ccc2c(c1)[C@@H]1C[C@@H](CC(=O)NCc3ccncc3)O[C@H](CO)[C@@H]1O2
→ .	8	12	11	-1	-8	7[16.7 µM]	-4

# Looked up by compound from the list above, two records:
# Fields: FN deposition inh	PGC1a acetyl inh	LGR2 inh	PAX8 inh HTS	Cneo AK release	EWS-Fli block	miR122 inh	CASP6 VEID inh
COc1ccc(S(=O)(=O)N2CCN(CC(=O)Nc3c(C)n[nH]c3C)CC2)cc1OC
→ 1	.	4	-13	.	0	.	0
CO[C@H]1CN(C)C(=O)c2cc(NC(=O)C3CCC3)ccc2OC[C@H](C)N(C)C[C@@H]1C
→ -1	-6	11	-6	-1	-9	.	.

# The listing continues:
# Fields: FN deposition inh	PGC1a acetyl inh	LGR2 inh	PAX8 inh HTS	Cneo AK release	EWS-Fli block	miR122 inh	CASP6 VEID inh
CC(CC(=O)NC1CCCCC1)S(=O)(=O)c1ccc2c(c1)NC(=O)CO2 (centres undefined)
→ -15	-5	-3	5	6	-4	1	-1
COc1ccccc1-c1ccccc1[C@H]1[C@H](C#N)N(C(=O)C2CCC2)[C@H]1CO
→ 9	7	1	-2	.	0	.	0
CC(=O)Oc1ccccc1C(=O)NC(C)CCc1ccccc1 (centres undefined)
→ 3	-6	7	7	2	8	-2	2
CCOc1ccc(NS(=O)(=O)c2cc3c(cc2C)N(C)CCO3)cc1
→ 0	10	8	24	-1	11	74	-3
O=C(CSc1nncs1)NC(=O)NCc1ccccc1
→ .	0	-10	.	0	4	0	-2
C[C@H](CO)N1C[C@H](C)[C@H](CN(C)Cc2ccc(C(=O)O)cc2)Oc2ccc(NC(=O)CCCN(C)C)cc2C1=O
→ .	-3	-5	-18	-3	.	3[16.7 µM]	2
COc1cc2c(cc1OC)C(c1ccccc1)N(C(=O)CCl)CC2 (centres undefined)
→ -6	8	.	34	2	.	0	.
O=C(/C=C/c1ccccc1[N+](=O)[O-])N1CCN(c2ccc(F)cc2)CC1
→ 6	.	3	13	-5	13	.	1
O=C(O)CSc1c2c(nc3cc(C(=O)Nc4cccc(C(F)(F)F)c4)ccc13)CCCC2
→ 21	.	-10	-7	.	.	.	5
C[C@H](CO)N1C[C@H](C)[C@H](CN(C)S(=O)(=O)c2ccccc2)OCCCC[C@H](C)Oc2ccc(NC(=O)Nc3ccc(C(F)(F)F)cc3)cc2C1=O
→ 1	2	20	74*	2	4	-10[16.7 µM]	-3
Cc1ccc2c(c1)sc(=NC(=O)c1cccs1)n2C
→ 7	.	96*	39	.	78*	.	1
CN1CCN(C(=O)c2cc3c(=O)n4ccccc4nc3s2)CC1
→ -10	.	-4	-5	5	-28	.	14
O=C(Nc1ccc(S(=O)(=O)N2CCOCC2)cc1)C1CCN(S(=O)(=O)c2ccc(F)cc2)CC1
→ -1	-9	9	22	.	9	-5	1
C#CC1(O)CCC2C3CCC4=Cc5oncc5CC4(C)C3CCC21C (centres undefined)
→ -4	-5	13	28	0	14	-6	-2
COc1ccc(S(=O)(=O)Nc2ccc3c(c2)C(=O)N([C@H](C)CO)C[C@H](C)[C@@H](CN(C)Cc2ccc(C(=O)O)cc2)O3)cc1
→ -5	-3	1	.	-2	-6	2[16.7 µM]	-1
COc1ccc(/C=N/OCC(=O)NCC(C)C)c(OC)c1
→ 0	3	-14	5	-3	-39	-1	2
C[C@@H]1CN([C@@H](C)CO)C(=O)c2cc(NS(=O)(=O)c3ccc(Cl)cc3)ccc2O[C@@H]1CN(C)C(=O)Nc1ccccc1
→ .	-6	24	-18	36	12	1[16.7 µM]	1
COc1ccc(NC2SC(=O)N(C)C2=O)cc1 (centres undefined)
→ -2	0	0	-18	-1	8	3	0
CCCN(CC1CC1)C(=O)COC(=O)c1[nH]c(C)c(C(=O)OCC)c1C
→ .	-29	-11	.	-1	-4	5	4
COc1ccc(N=Cc2cc(Cl)ccc2O)cc1Cl
→ 9	-11	-14	-5	.	-1	2	1
CC1(C(=O)NCC2CC2)C=CC2(CCCCC2)N1C(=O)c1ccccc1 (centres undefined)
→ .	-1	-34	.	-1	.	3	0
CCCC(=O)N1CCC2(CC1)CN(C(=O)C1CCC1)[C@@H](CO)c1[nH]c3cc(OC)ccc3c12
→ -2	.	-7	7	.	-13	.	.
Cc1ccc2nc(SCC(=O)Nc3cccc(S(N)(=O)=O)c3)[nH]c2c1
→ -7	.	-2	15	.	-4	0	3

# Given with bars between the fields: entries from further up.
SMILES | FN deposition inh | PGC1a acetyl inh | LGR2 inh | PAX8 inh HTS | Cneo AK release | EWS-Fli block | miR122 inh | CASP6 VEID inh
O=C(Nc1ccc(S(=O)(=O)N2CCOCC2)cc1)C1CCN(S(=O)(=O)c2ccc(F)cc2)CC1 | -1 | -9 | 9 | 22 | . | 9 | -5 | 1
C#CC1(O)CCC2C3CCC4=Cc5oncc5CC4(C)C3CCC21C (centres undefined) | -4 | -5 | 13 | 28 | 0 | 14 | -6 | -2
COc1ccc(S(=O)(=O)Nc2ccc3c(c2)C(=O)N([C@H](C)CO)C[C@H](C)[C@@H](CN(C)Cc2ccc(C(=O)O)cc2)O3)cc1 | -5 | -3 | 1 | . | -2 | -6 | 2[16.7 µM] | -1
COc1ccc(/C=N/OCC(=O)NCC(C)C)c(OC)c1 | 0 | 3 | -14 | 5 | -3 | -39 | -1 | 2
C[C@@H]1CN([C@@H](C)CO)C(=O)c2cc(NS(=O)(=O)c3ccc(Cl)cc3)ccc2O[C@@H]1CN(C)C(=O)Nc1ccccc1 | . | -6 | 24 | -18 | 36 | 12 | 1[16.7 µM] | 1
COc1ccc(NC2SC(=O)N(C)C2=O)cc1 (centres undefined) | -2 | 0 | 0 | -18 | -1 | 8 | 3 | 0
CCCN(CC1CC1)C(=O)COC(=O)c1[nH]c(C)c(C(=O)OCC)c1C | . | -29 | -11 | . | -1 | -4 | 5 | 4
COc1ccc(N=Cc2cc(Cl)ccc2O)cc1Cl | 9 | -11 | -14 | -5 | . | -1 | 2 | 1
CC1(C(=O)NCC2CC2)C=CC2(CCCCC2)N1C(=O)c1ccccc1 (centres undefined) | . | -1 | -34 | . | -1 | . | 3 | 0
CCCC(=O)N1CCC2(CC1)CN(C(=O)C1CCC1)[C@@H](CO)c1[nH]c3cc(OC)ccc3c12 | -2 | . | -7 | 7 | . | -13 | . | .
Cc1ccc2nc(SCC(=O)Nc3cccc(S(N)(=O)=O)c3)[nH]c2c1 | -7 | . | -2 | 15 | . | -4 | 0 | 3
